High-throughput results deposited in PubChem by National Center for Advancing Translational Sciences (NCATS).
NIH3T3 tox: Cytotoxic Profiling in NIH 3T3 Cell Line of Diverse Libraries Using Quantitative High-Throughput Screening. NIH 3T3 viability, CellTiter-Glo ATP luminescence, 48-72 h. Potency, µM (series often up to 96.7 µM), without a hit: at the top dose activity change, negative = cytotoxicity, hits mostly inhibitors. 94,000 compounds, 4.3% hits. AID 1345082, 2018; also: potency is read from the fitted curve at half-maximal effect; nearly all actives have a fitted effect of over 55% in size
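Cells were seeded at 400 per well, treated with pin-transferred compound, and kept 48 or 72 hr at 37 °C before CellTiter-Glo addition and luminescence imaging of cellular ATP.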
IP6K1 inh: Primary qHTS assay for small molecule inhibitors of Inositol hexaphosphate kinase 1 (IP6K1); Inositol hexakisphosphate kinase 1 (Homo sapiens), Q92551; IP6K1 kinase, ADP-Glo luminescence, 2 h; active compounds read low; activity change, % (series mostly up to about 58 µM); 140,000 compounds, 0.81% hits; AID 1645851, 2021; in the data active = activity change below about -25%
Target sequence (Q92551 whole entry, looked up): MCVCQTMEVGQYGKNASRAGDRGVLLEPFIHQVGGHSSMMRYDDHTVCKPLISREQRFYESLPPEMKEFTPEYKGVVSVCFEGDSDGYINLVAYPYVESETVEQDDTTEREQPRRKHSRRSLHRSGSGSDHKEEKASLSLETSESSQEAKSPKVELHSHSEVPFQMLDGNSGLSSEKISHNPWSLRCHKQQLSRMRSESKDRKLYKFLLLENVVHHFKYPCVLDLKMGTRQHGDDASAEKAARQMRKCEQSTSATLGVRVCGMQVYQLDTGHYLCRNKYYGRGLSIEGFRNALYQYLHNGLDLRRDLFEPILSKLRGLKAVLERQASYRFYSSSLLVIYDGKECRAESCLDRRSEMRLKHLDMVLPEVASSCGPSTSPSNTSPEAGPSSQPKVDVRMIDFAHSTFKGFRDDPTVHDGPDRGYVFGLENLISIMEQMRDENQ
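ADP-Glo luminescence measures ADP made by human IP6K1 during a 2 h RT reaction with ATP/IP6 (mix at 1.3 mM/130 uM); top library doses 57.5 and 19.1 uM final.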
HEK293 viab: GF-AFC viability counterscreen for inhibitors of alpha-synuclein gene (SNCA) expression; HEK-293-SNCA-luc viability, GF-AFC fluorescence, 24 h; 150,000 compounds, 0.12% hits; Potency, µM (top dose mostly 57.1 µM), without a hit: at the top dose activity change, negative = cytotoxicity, actives largely listed as cytotoxic;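 also: potency is read from the fitted curve at half-maximal effect; 0% = DMSO-treated cells and -100% = medium-only wells without cells; nearly all actives have a fitted effect of over 30% in size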
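HEK-293-SNCA-luc cells (1500/well) plated 24 h, then exposed 24 h to a dilution series; GF-AFC added 30 min at 37C, fluorescence 405/540 nm; normalised to medium-only and DMSO wells, Hill fit.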
HEK293 tox: Cytotoxic Profiling in HEK 293 Cell Line of Diverse Libraries Using Quantitative High-Throughput Screening. HEK 293 viability, ATP luminescence (CellTiter-Glo), 48-72 h. Potency, µM (titrated, usually from 115 µM), inactives show at the highest dose activity change, negative = cytotoxicity, usual class: inhibitors. 94,000 compounds, 6.6% hits. AID 1345083, 2018; also: potency is read from the fitted curve at half-maximal effect; nearly all actives have a fitted effect of over 60% in size
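Viability of HEK 293 cells, plated at 250 cells/well, was judged by cellular ATP after compound treatment for 48 or 72 hr. Luminescence was imaged 10 min after CellTiter-Glo addition at room temperature.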
FLuc inh: Firefly luciferase inhibition profiling of diverse chemical library using quantitative high-throughput screening; AID 1347043, 2019; 76,000 compounds, 2.5% hits; Luciferin 4-monooxygenase (Photinus pyralis), P08659; purified P. pyralis luciferase, luminescence, biochemical; Potency, µM (doses to about 115 µM), for the others: top-dose activity change, negative = inhibition, actives largely listed as inhibitors; also: potency is read from the fitted curve at half-maximal effect; nearly all actives have a fitted effect of over 65% in size
Target sequence (P08659 whole entry, looked up): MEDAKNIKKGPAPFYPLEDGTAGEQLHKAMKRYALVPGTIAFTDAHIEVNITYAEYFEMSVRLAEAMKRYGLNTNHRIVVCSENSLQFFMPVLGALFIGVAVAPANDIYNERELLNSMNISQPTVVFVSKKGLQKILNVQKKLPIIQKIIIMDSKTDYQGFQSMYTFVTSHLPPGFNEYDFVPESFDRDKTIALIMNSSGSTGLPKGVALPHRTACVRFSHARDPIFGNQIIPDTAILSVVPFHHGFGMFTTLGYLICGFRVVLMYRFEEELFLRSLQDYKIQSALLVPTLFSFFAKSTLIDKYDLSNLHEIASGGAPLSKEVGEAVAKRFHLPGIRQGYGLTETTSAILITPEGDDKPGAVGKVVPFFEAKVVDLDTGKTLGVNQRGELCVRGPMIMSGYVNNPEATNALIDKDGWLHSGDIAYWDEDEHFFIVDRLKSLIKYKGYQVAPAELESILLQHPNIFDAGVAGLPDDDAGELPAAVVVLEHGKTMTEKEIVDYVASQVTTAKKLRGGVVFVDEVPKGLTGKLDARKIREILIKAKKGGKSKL
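Biochemical qHTS: compound (6-point titration) added to 10uM D-luciferin plus 10uM ATP in Tris acetate pH 7.5 buffer with Mg, Tween-20 and BSA, then purified enzyme at 10nM; light output imaged.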
GPT2 inhibitor: Primary qHTS assay for inhibitors of Glutamate pyruvate transaminase 2 (GPT2); Recombinant GPT2, coupled pyruvate oxidase/HRP Amplex Red fluorescence; 100,000 compounds, 0.25% hits; Potency, µM (top dose mostly 57.7 µM), without a hit: top-dose activity change, negative = inhibition, usual class: inhibitors; also: potency is read from the fitted curve at half-maximal effect; nearly all actives have a fitted effect of over 60% in size; many of its hits are not listed in these tables
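Inhibition is scored from Amplex Red fluorescence generated when pyruvate oxidase and HRP act on pyruvate released by GPT2. Reactions contain 10ng/uL enzyme, 250uM a-KG and 2mM L-alanine and run 30 min at room temperature.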
SNCA expr inhib: Primary qHTS assay for inhibitors of alpha-synuclein gene (SNCA) expression; Potency, µM (highest dose often 57.2 µM), for inactives: at the highest dose activity change, negative = inhibition, hits mostly inhibitors; HEK-293 SNCA-luciferase knock-in, luminescence, 24 h; 140,000 compounds, 0.17% hits;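 also: potency is read from the fitted curve at half-maximal effect; plate controls were DMSO cells for no effect and cell-free wells for full effect; nearly all actives have a fitted effect of over 45% in size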
Numbers without * were called inactive; i = inactive; ? = inconclusive; nt = not tested or not shown; [ ] = another dose, or the depositor's remark. Unless noted, calls follow the shape of the dose curve; as a rule, active = well fitted curve in the direction sought with a large enough effect; inconclusive = small, poorly fitted or top-dose-only effect, or another doubt; inactive = no such curve, though single readings can be large; an effect the other way counts as inactive or inconclusive. Unless noted, % is scaled to controls: 0 for no effect and ±100 for the full control effect. This is a subset. The share of hits here may be higher or lower than overall.

Molecule	NIH3T3 tox	IP6K1 inh	HEK293 viab	HEK293 tox	FLuc inh	GPT2 inhibitor	SNCA expr inhib
O=C(Nc1ccc(F)cc1Cl)c1cc2n(n1)CC(c1ccc3c(c1)OCO3)OC2 (stereo not given)	-24%	22	-10%	?	?	i	48%[activator]
COC(=O)c1ccc(OCC2c3cc(OC)c(OC)cc3CCN2C(=O)C(C)C)cc1 (stereo not given)	nt	8	7%	nt	nt	nt	78%[activator]
Cn1ncc2c(C(=O)N3CCCC3)cc(-c3ccccc3C(F)(F)F)nc21	-26%	-5	nt	-28%	nt	nt	nt
O=C(NCc1ccc(F)cc1)C1COC2(CCCCC2)N1C(=O)c1ccccc1 (stereo not given)	-9%	-1	7%	?	1%	i	2%
Cc1ccc2nc(Cl)c3cc(C(=O)NCCCN4CCC(C)CC4)sc3c2c1	nt	0	5%	nt	nt	nt	-3%
Cc1ccccc1C(=O)N1CCN(c2cc(-c3ccc(Cl)cc3)[nH]n2)CC1	?	-12	-15%	?	-1%	0%	?
Cc1ccccc1CNC(=O)c1nn(-c2ccccc2F)nc1CO	nt	6	2%	nt	nt	nt	-6%
Cn1nc(-c2ccc(OCC(=O)Nc3cccc(C(F)(F)F)c3)cc2)c2ccccc2c1=O	nt	0	-3%	nt	nt	nt	26%
COc1ccc(C)cc1NC(=O)Cc1ccc(NC(=O)N2CCCCc3ccccc32)cc1	nt	16	-4%	nt	nt	nt	-13%
CCOC(=O)c1cc(S(=O)(=O)N2CCN(c3cccc(C)c3C)CC2)[nH]n1	nt	11	2%	nt	nt	nt	7%
COc1ccc(C(=O)N2CCC3(C2)C(=O)N(c2ccccc2)c2ccccc23)cc1 (stereo not given)	-18%	-5	-20%	?	nt	i	21%
COCc1ccc(C(=O)NCc2cc(C)cc3c(C)c(C)[nH]c23)o1	?	-7	-20%	?	9%	i	?
COc1ccc(Cc2nnc3ccc(C(=O)NCc4cccc(OC)c4)cn23)cc1	-20%	-4	2%	-4%	nt	i	-19%
O=C(C1CCCN(C(=O)C2CCCC2)C1)N1CCC(c2nc3ncccc3[nH]2)CC1 (stereo not given)	-23%	0	3%	-2%	nt	-16%	-1%
Cc1nc2cnccn2c1C(=O)N1CCC(C#N)CC1	-14%[138 µM]	0	nt	3%[172 µM]	nt	nt	nt
NC(N)=NC(N)=Nc1cccc(Cl)c1	nt	nt	3%	nt	nt	i	5%
CCS(=O)(=O)c1cccc(C(=O)Nc2ccc(-c3nc4ccccc4s3)c(O)c2)c1	nt	16	5%	nt	nt	nt	6%
COCCN1CCCC2(CCN(C(=O)c3cc(C)[nH]n3)C2)C1=O (stereo not given)	i	-1	13%	i	-2%	i	13%
O=C(Cc1ccccc1)N1CC(c2nnc(-c3ccncc3)o2)C2(CCOCC2)C1 (stereo not given)	-23%	29	-3%	-16%	3%	3%	-4%
O=[S+]([O-])(C1CC1)N1C2CCC1CN(c1ccc(C(F)(F)F)cc1)C2	?	1	-7%	?	nt	-16%	-23%
c1csc(CN2CC[C@H](c3nc4ccccc4[nH]3)C2)c1	100µM*	23	-10%[87.6 µM]	?	?	-20%[88.5 µM]	59%[activator][87.6 µM]
CCOc1ccc(C(=O)Nc2c(C)nc(Nc3ccccc3)nc2Nc2ccccc2)cc1OCC	nt	-2	-3%	nt	nt	nt	-16%
NC(=O)c1cccc(-c2cc3c(cn2)CN(Cc2ccccc2)CCN3)c1	-20%[138 µM]	8	-19%[87.6 µM]	?	14µM*	3%[88.5 µM]	-6%[87.6 µM]
CNC(=O)N1CCC(C2CCN(C(=O)c3ccc(Br)cc3)C2)CC1 (stereo not given)	?	-4	?	-27%	-10%	i	39%[activator]
N#Cc1cccc(C(=O)NC2CCN(c3cc(-c4ccc(F)cc4)[nH]n3)CC2)c1	?	-3	1%	?	4%	-11%	6%
C#CCN(C)CC[C@@H]1CC[C@H](O)[C@@H](C(=O)NC(C)C)O1	-19%[230 µM]	7	-2%[87.6 µM]	-8%[230 µM]	-6%[230 µM]	0%[88.5 µM]	?
NC(=O)CNC(=O)C1=C[C@@H](NC(=O)Nc2ccccc2Br)[C@@H](O)[C@H](O)C1	4%[174 µM]	5	1%[87.6 µM]	3%[172 µM]	-6%[172 µM]	2%[88.5 µM]	-6%[87.6 µM]
COc1ccc(-c2cc(C[C@H]3CNCC[C@H]3CC(=O)NCc3cccnc3)no2)cc1	-23%[174 µM]	42	0%[87.6 µM]	-15%[172 µM]	-3%[172 µM]	0%[88.5 µM]	4%[87.6 µM]
Cc1ccccc1NC(=O)COc1ccc2oc3c(c2c1)CCCC3	nt	28	0%	nt	nt	nt	-7%
COc1ccc(-c2noc(-c3cccn3CC(=O)Nc3c(C)cccc3Cl)n2)cc1F	i	10	-3%	1%	8%	i	6%
CCC(=O)N1c2ccccc2CC1C(=O)NCc1ccc(CC)cc1 (stereo not given)	nt	24	6%	nt	nt	nt	-17%
CC(=O)C1(C)CCC2C3C=C(C)C4=CC(=O)CCC4(C)C3CCC21C (stereo not given)	nt	-4	-2%	nt	nt	i	nt
Cc1oc(-c2ccc(C(=O)N(C)Cc3ccccc3)cc2)nc1CN1CCc2ccccc21	nt	-7	-14%	nt	nt	nt	-26%
CCN(Cc1ccncc1)C1CN(C(=O)c2nccc3ccccc23)C1	-29%	23	-1%	?	nt	1%	-2%
CCc1ccc(NC(=O)CN(c2ccc(Cl)cc2)S(=O)(=O)c2ccsc2C(=O)OC)cc1	nt	-16	-14%	nt	nt	nt	?
Cc1ccc(NC(=O)Cn2c(=O)n(Cc3nc(-c4ccccc4)no3)c(=O)c3cc4c(cc32)OCO4)c(C)c1	nt	-12	5%	nt	nt	nt	31%[activator]
CN(CC[C@H]1CN(C(=O)c2cccs2)CC[C@H]1CC(=O)O)c1ccccc1	0%[174 µM]	2	2%[87.6 µM]	i	-2%[172 µM]	-8%[88.5 µM]	-29%[87.6 µM]
CN(C)C[C@@H]1CN(c2ncccn2)C[C@H]1NC(=O)c1ccc2cc[nH]c2c1	-13%	2	-8%	i	2%	-4%	?
O=C(NCC1CC1)c1coc(COc2ccc3c(c2)C(c2cccc(F)c2)N(C(=O)C2CC2)CC3)n1 (stereo not given)	?	4	-14%	?	-3%	?	?
O=C(NC1CCCN(c2cc(-c3ccc(F)cc3)[nH]n2)C1)c1c[nH]c2ccccc12 (stereo not given)	?	0	-24%	?	22µM*	-4%	44%[activator]
C/C=C1/C[N+](C)([O-])C2Cc3c([nH]c4ccccc34)C(=O)CC1C2C(=O)OC (stereo not given)	nt	11	-8%	nt	nt	-6%[27.3 µM]	nt
CCCCCCCCCCCCCCCCOP(=O)([O-])OCC[N+](C)(C)C	nt	14	-20%[23.9 µM]	nt	nt	?	-10%[25.6 µM]
COc1cc2c(Nc3ccc(Cl)c(Cl)c3F)ncnc2cc1OCC1C[C@@H]2CN(C)C[C@H]2C1	nt	nt	?	nt	nt	i	-24%
Cc1ccccc1C(=O)NC1CCN(c2cc(-c3ccc(Cl)cc3)[nH]n2)C1 (stereo not given)	40µM*	-6	-2%	?	10%	-10%	3%
COc1ccc(NC(=O)C2C[C@H](C)CC[C@H]2C(C)C)cc1 (stereo not given in full)	nt	-4	?	nt	nt	i	nt
Cc1nnc(N2CCC(C(=O)NCc3cccc(Cl)c3)CC2)c2nn(-c3ccccc3)c(C)c12	nt	14	-5%	nt	nt	nt	27%
CCCN1CCCC12Cc1ccccc1CN([S+](C)(=O)[O-])C2 (stereo not given)	-24%	0	9%	-37%	nt	i	14%
Cc1cnc2c(c1SCC(=O)Nc1ccc(F)cc1F)c(=O)n(C)c(=O)n2C	nt	10	18%	nt	nt	nt	10%
CCOC(=O)c1cc(-c2ccc(C)cc2)n(CC(=O)Nc2ccccc2F)c1C	nt	-4	-4%	nt	nt	nt	33%[activator]
COc1cc(NC(=O)Cn2cc(C(=O)c3ccc(F)cc3)c(=O)c3ccc(C)nc32)cc(OC)c1	nt	-6	-20%	nt	nt	nt	0%

(list continues)
Molecule	NIH3T3 tox	IP6K1 inh	HEK293 viab	HEK293 tox	FLuc inh	GPT2 inhibitor	SNCA expr inhib
O=C(c1ccncc1)N1CCC(Oc2cccc(F)c2)C1 (stereo not given)	-16%	-7	-5%	19%	12%	i	3%
O=C(CCC1CCCCC1)N1CC2CC(C1)[C@H]1CCCC(=O)N1C2 (stereo not given in full)	i	-2	-15%	7%	1%	-5%	-24%
CC(=O)Nc1cccc(C(=O)NCCc2nc3c(C)c(C)ccc3[nH]2)c1	-8%	8	1%	-11%	-14%	-6%	13%
O=C1N(C2CCN(S(=O)(=O)c3cccnc3)CC2)C(c2ccncc2)C12CCCCC2 (stereo not given)	-4%	-2	-7%[12.5 µM]	-3%	4%	i	-8%
Cc1nc(CN2Cc3nc(-c4cc5ccccc5o4)ccc3OCC2=O)cs1	?	-11	-15%[87.6 µM]	63µM*	?	-13%[88.5 µM]	?
CN1CCN(c2cc(=O)c3ccnc(Nc4ccccn4)c3o2)CC1	?	-14	3%[87.6 µM]	-6%[172 µM]	-3%[172 µM]	4%[88.5 µM]	21%[87.6 µM]
Cc1ccc(CNC(=O)c2cnc(N3CCCCC3)c3ccccc23)cc1	nt	5	16%	nt	nt	nt	-1%
COc1ccccc1-c1ccc2c(C(=O)N3CCN(Cc4ccccc4)CC3)nn(C)c2n1	-16%	-5	-15%	1%	nt	-5%	26%
Cc1ncsc1CN1CC(Oc2cccc(C(=O)N3CCOCC3)c2)C1	-9%	-3	3%	?	0%	1%	-16%
